Mot1-301 SUMO: SUMOylation pathway inhibition by Mot1-301 growth rescue; S. cerevisiae Mot1-301 growth rescue, ATP luminescence, 38.5C; percent above DMSO median, 100 means doubled; growth rescue, % at 18.8 µM; 320,000 compounds, 1% hits; AID 2716;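 active = every valid replicate shows activation above 250% relative to neutral control wells; inactive = the rest, any valid replicate at or below 250%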;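 note: OY570 slx delta 5 strain wells were the positive control but not used for scaling; some compounds called inactive have numbers as strong as hits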
PKA-R1A activ: activates the PKA-R1A holoenzyme complex. P00514+P68181. 340,000 compounds, 0.083% hits. AID 504707. PKA-R1A dissociation, Cy5-IP20 fluorescence polarization; scaled: DMSO 0%, 113 µM cGMP 100%. activation, % at 11.4 µM;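 active = percent activation above the mean of all tested compounds plus 3 SD, cut at about 19% in these data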;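 note: higher means more PKAc released from R1A so a rise in polarization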
MOR-DOR inv ag: inverse agonists of human mu-delta opioid receptor heterodimerization; 340,000 compounds, 0.21% hits; inhibition, % at 9.3 µM; cell-based MOR-DOR heterodimer luminescence, inverse agonism; AID 504357; in the data active = inhibition above about 22%, passing the limit was not always enough;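 note: 0% = cells with DMSO and 100% = wells without cells with DMSO; values of inactives mirror those of a sister screen read the other way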
HTR5A inv ctr: counter-screen for OPRM1-OPRD1 inverse agonists: human HTR5A inverse agonism. inhibition, % at 9.3 µM. HTR5A cell line, luminescence. AID 504634. 340,000 compounds, 0.083% hits; in the data active = inhibition mostly above about 23%, no sharp cut-off; inactive = mostly below about 18%;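 note: 0% = cells with DMSO and 100% = no-cell wells with DMSO; some compounds called inactive have numbers as strong as hits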
Target sequence (P47898 whole entry, looked up): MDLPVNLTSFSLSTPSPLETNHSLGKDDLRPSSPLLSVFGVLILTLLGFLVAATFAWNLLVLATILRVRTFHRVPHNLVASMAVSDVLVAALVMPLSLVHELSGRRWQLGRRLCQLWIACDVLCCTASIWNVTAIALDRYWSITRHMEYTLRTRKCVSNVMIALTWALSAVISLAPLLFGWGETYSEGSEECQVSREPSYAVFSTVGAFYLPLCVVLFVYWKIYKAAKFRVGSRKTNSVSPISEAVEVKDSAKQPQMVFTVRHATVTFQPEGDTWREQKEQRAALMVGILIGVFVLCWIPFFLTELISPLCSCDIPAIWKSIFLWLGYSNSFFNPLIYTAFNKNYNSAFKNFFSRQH
PfHsp90 yeast 2: inhibits growth of yeast expressing Plasmodium falciparum Hsp90 | S. cerevisiae expressing PfHsp90, BacTiter-Glo ATP, 48 h; yeast lacking PDR1 and PDR3 efflux regulators | inhibition, % at 9.4 µM | 310,000 compounds, 0.32% hits;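 active = every replicate shows inhibition above about 80%, whatever the replicate mean, limit read from the data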;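 note: 0% = DMSO neutral controls and 100% = 20 µM radicicol positive controls; yeast relying on Plasmodium falciparum Hsp90 in place of its own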
AddAB inh: less growth of phage-infected E. coli with AddAB; E. coli expressing H. pylori AddAB, absorbance growth; inhibition, % at 11.9 µM; 330,000 compounds, 0.29% hits; AID 435030; in the data active = inhibition above about 12%;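 note: 0% = vehicle wells of infected cells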
Ecoli viability: counter-screen for AddAB inhibitors: E. coli growth inhibition; E. coli V3065 growth, OD600 absorbance, 18 h; inhibition, % at 11.9 µM; 330,000 compounds, 0.27% hits; AID 449728;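 active = inhibition above the campaign's mean inhibition across all tested compounds plus 3 SD, cut at about 9.9% in these data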;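 note: uninfected addAB+ strain grown without phage in ampicillin broth; 0% = DMSO wells and 100% = ciprofloxacin 0.95 µg/ml wells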
phage Ecoli inh: E. coli growth loss with phage present | growth absorbance | inhibition, % at 11.9 µM | 360,000 compounds, 0.26% hits | AID 651602; in the data active = inhibition above about 11%
OPRM1-OPRD1 ag: OPRM1-OPRD1 heterodimerization agonism; P35372+P41143; 340,000 compounds, 0.3% hits; cells, luminescence; activation, % at 9.3 µM; in the data active = activation above about 18%;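 note: 0% = vehicle-treated cells and 100% = reference agonist; values of inactives mirror those of a sister screen read the other way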
Tat transport: E. coli Tat transport inhibition | E. coli MC4100 TorA-mCherry Tat export, fluorescence | inhibition, % at 10 µM | 340,000 compounds, 0.036% hits | AID 488895;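 active = mean replicate inhibition at least 50% and at least half of replicates individually reaching 50%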;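 note: exported cargo escapes ClpAP degradation while cytoplasmic cargo is degraded and loses fluorescence; 0% = median of neutral control wells and 100% = median of NaSCN control wells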
PKA-R2B activ: activates the human PKA-R2B holoenzyme complex. 340,000 compounds, 0.079% hits. AID 504700. PKA-R2B holoenzyme dissociation, Cy5-IP20 fluorescence polarization; R2B truncated from residue 108, S112A mutant; 0% DMSO only, 100% 113 µM cGMP. P22694+P31323. activation, % at 11.4 µM;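 active = activation above a cutoff set at the mean over all compounds plus 3 SD, cut at about 18% in these data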;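 note: higher means more holoenzyme dissociation and a rise in polarization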
Target sequence (P31323 whole entry, looked up, other chains not shown, the tested form may be a part): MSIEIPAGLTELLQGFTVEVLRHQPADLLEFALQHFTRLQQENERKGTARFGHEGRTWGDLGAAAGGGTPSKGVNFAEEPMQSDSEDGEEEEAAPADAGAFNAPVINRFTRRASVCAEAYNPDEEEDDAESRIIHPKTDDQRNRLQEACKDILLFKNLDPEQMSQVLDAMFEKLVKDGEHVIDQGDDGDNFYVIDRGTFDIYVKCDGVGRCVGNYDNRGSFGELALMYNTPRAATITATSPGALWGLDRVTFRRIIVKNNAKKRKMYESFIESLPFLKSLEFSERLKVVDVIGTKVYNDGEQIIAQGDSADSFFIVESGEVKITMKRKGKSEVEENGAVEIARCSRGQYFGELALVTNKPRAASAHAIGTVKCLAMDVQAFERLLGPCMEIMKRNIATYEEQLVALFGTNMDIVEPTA
Numbers without * were called inactive.

`Cc1cccc(OCC(=O)NNS(=O)(=O)c2ccccc2F)c1` gave Mot1-301 SUMO 1, PKA-R1A activ 1, MOR-DOR inv ag 13, HTR5A inv ctr 5, PfHsp90 yeast 2 10, AddAB inh 3.2, Ecoli viability -2.3, phage Ecoli inh -0.3, OPRM1-OPRD1 ag -2.5, Tat transport 17 and PKA-R2B activ -7.
For Cc1c(C(=O)N2CCCC2)c(S(=O)(=O)NCCc2ccccc2)c(C)n1C the results were Mot1-301 SUMO 7, PKA-R1A activ -12, MOR-DOR inv ag 5, HTR5A inv ctr 5, PfHsp90 yeast 2 -7, AddAB inh 2.0, Ecoli viability 0.3, phage Ecoli inh 1.2, OPRM1-OPRD1 ag -0.9, Tat transport -9 and PKA-R2B activ -2.
`O=C1c2ccccc2C(=O)N1Cc1cc(Cl)c(O)c([N+](=O)[O-])c1` gave Mot1-301 SUMO -22, PKA-R1A activ -6, MOR-DOR inv ag 28, HTR5A inv ctr 5, PfHsp90 yeast 2 -33, AddAB inh 0.3, Ecoli viability 0.0, phage Ecoli inh 4.4, OPRM1-OPRD1 ag -5.0, Tat transport 1 and PKA-R2B activ 3.
For CCN(c1ccccc1)S(=O)(=O)c1nnc(NC(=O)C(C)C)s1 the results were Mot1-301 SUMO 260, PKA-R1A activ -15, MOR-DOR inv ag 11, HTR5A inv ctr 10, PfHsp90 yeast 2 -8, AddAB inh 0.8, Ecoli viability 1.2, phage Ecoli inh -0.7, OPRM1-OPRD1 ag -2.4, Tat transport -5 and PKA-R2B activ -4.
For CCCc1nc2c(sc3nc4c(cc32)COC(C)(C)C4)c(=O)o1 the results were Mot1-301 SUMO -27, PKA-R1A activ -10, MOR-DOR inv ag 0, HTR5A inv ctr -9, PfHsp90 yeast 2 6, AddAB inh -0.1, Ecoli viability 0.5, phage Ecoli inh 0.1, OPRM1-OPRD1 ag 0.1, Tat transport -4 and PKA-R2B activ 2.
O=C(NNC(=O)c1ccccc1O)c1ccc(Cl)c(S(=O)(=O)N2CCc3ccccc32)c1 was read as Mot1-301 SUMO -20, PKA-R1A activ -9, MOR-DOR inv ag -10, HTR5A inv ctr -10, PfHsp90 yeast 2 -22, AddAB inh 19*, Ecoli viability 14*, phage Ecoli inh 16*, OPRM1-OPRD1 ag 1.9, Tat transport -4 and PKA-R2B activ 4.
Screening O=C(CC1(O)C(=O)Nc2ccccc21)c1ccc2c(c1)OCO2 (stereo unspecified) returned Mot1-301 SUMO 0, PKA-R1A activ -4, MOR-DOR inv ag 7, HTR5A inv ctr -19, PfHsp90 yeast 2 -4, AddAB inh 0.7, Ecoli viability 0.1, phage Ecoli inh -3.1, OPRM1-OPRD1 ag -1.3, Tat transport 9 and PKA-R2B activ -16.
Screening CN(C)CCNC(=O)c1ccc(Cl)s1 returned Mot1-301 SUMO -20, PKA-R1A activ 2, MOR-DOR inv ag -12, HTR5A inv ctr -18, PfHsp90 yeast 2 -1, AddAB inh 2.7, Ecoli viability 3.9, phage Ecoli inh 4.1, OPRM1-OPRD1 ag 2.3, Tat transport -3 and PKA-R2B activ -1.
For COc1ccc(N2Cc3cccc(C(=O)O)c3C2=O)cc1 the results were Mot1-301 SUMO 24, PKA-R1A activ 3, MOR-DOR inv ag -7, HTR5A inv ctr -11, PfHsp90 yeast 2 14, AddAB inh 1.0, Ecoli viability 2.5, OPRM1-OPRD1 ag 1.2, Tat transport -6 and PKA-R2B activ 0.
`OCC1CCCN(C(=S)NCCc2ccccc2)C1` (stereo unspecified) gave Mot1-301 SUMO -8, PKA-R1A activ -5, MOR-DOR inv ag 8, HTR5A inv ctr -21, PfHsp90 yeast 2 10, AddAB inh -0.5, Ecoli viability -1.3, phage Ecoli inh 1.3, OPRM1-OPRD1 ag -1.3, Tat transport -1 and PKA-R2B activ 5.
`COc1c(C)cc(Br)cc1C(=O)Nc1ccccc1C` gave Mot1-301 SUMO 13, PKA-R1A activ -2, MOR-DOR inv ag -5, HTR5A inv ctr 1, PfHsp90 yeast 2 -5, AddAB inh 1.6, Ecoli viability 1.7, phage Ecoli inh 3.6, OPRM1-OPRD1 ag 1.0, Tat transport 7 and PKA-R2B activ 2.
CC1(c2ccc(Cl)cc2)NC(=O)N(CC(=O)N2CCc3ccccc32)C1=O (stereo unspecified) was read as Mot1-301 SUMO -17, PKA-R1A activ 6, MOR-DOR inv ag -3, HTR5A inv ctr -12, AddAB inh -0.5, Ecoli viability -0.3, phage Ecoli inh -0.3, OPRM1-OPRD1 ag 0.8, Tat transport -2 and PKA-R2B activ 0.
CCNC(=S)N1CCN(S(=O)(=O)c2ccc(Cl)s2)CC1 was read as Mot1-301 SUMO -2, PKA-R1A activ -8, MOR-DOR inv ag 12, HTR5A inv ctr 2, AddAB inh -1.1, Ecoli viability -2.0, phage Ecoli inh 2.2, OPRM1-OPRD1 ag -2.4, Tat transport 18 and PKA-R2B activ -2.
For C=CCn1c(CNS(=O)(=O)c2ccc(Cl)cc2)n[nH]c1=S the results were Mot1-301 SUMO -10, PKA-R1A activ -3, MOR-DOR inv ag 22, HTR5A inv ctr 5, PfHsp90 yeast 2 -6, AddAB inh 0.9, Ecoli viability -0.2, phage Ecoli inh 2.0, OPRM1-OPRD1 ag -4.0, Tat transport 1 and PKA-R2B activ -5.
`Cc1noc(C)c1S(=O)(=O)N(C)C[C@H]1Oc2c(NC(=O)NC(C)C)cccc2C(=O)N([C@H](C)CO)C[C@@H]1C` gave Mot1-301 SUMO 1, PKA-R1A activ -6, MOR-DOR inv ag 13, HTR5A inv ctr 8, PfHsp90 yeast 2 31, AddAB inh 3.9, Ecoli viability 1.1, phage Ecoli inh 3.6, OPRM1-OPRD1 ag -2.3, Tat transport 3 and PKA-R2B activ -6.
CC(=O)N1CCN(Cc2nc3cc(NC(=O)c4ccccc4Cl)ccc3n2C)CC1 was read as Mot1-301 SUMO 86, PKA-R1A activ 8, MOR-DOR inv ag 2, HTR5A inv ctr -7, AddAB inh 4.1, Ecoli viability 1.0, phage Ecoli inh -0.1, OPRM1-OPRD1 ag -0.5, Tat transport -2 and PKA-R2B activ 1.
O=C(CCNC(=O)c1ccc([N+](=O)[O-])cc1)Nc1cc(Cl)ccc1N1CCOCC1 was read as Mot1-301 SUMO 18, PKA-R1A activ -8, MOR-DOR inv ag 7, HTR5A inv ctr 6, PfHsp90 yeast 2 8, AddAB inh 0.6, Ecoli viability 1.4, phage Ecoli inh -1.7, OPRM1-OPRD1 ag -1.6, Tat transport 7 and PKA-R2B activ 5.
For O=C(NCc1ccc(Cl)cc1)C1CCCN(S(=O)(=O)c2cnc[nH]2)C1 (stereo unspecified) the results were Mot1-301 SUMO 153, PKA-R1A activ -11, MOR-DOR inv ag 18, HTR5A inv ctr 6, PfHsp90 yeast 2 -14, AddAB inh 3.4, Ecoli viability -0.1, phage Ecoli inh 2.3, OPRM1-OPRD1 ag -3.5, Tat transport 6 and PKA-R2B activ -7.
For C[C@@H]([C@@H](O)c1ccccc1)N(C)C(=O)C(N)Cc1ccccc1 (stereo partly specified) the results were Mot1-301 SUMO 548, PKA-R1A activ -10, MOR-DOR inv ag 6, HTR5A inv ctr 7, PfHsp90 yeast 2 -6, AddAB inh 4.2, Ecoli viability 0.3, phage Ecoli inh 2.5, OPRM1-OPRD1 ag -1.3, Tat transport 2 and PKA-R2B activ 3.
O=C(OCc1cccc([N+](=O)[O-])c1)c1cnccn1 was read as Mot1-301 SUMO 2, PKA-R1A activ -11, MOR-DOR inv ag 12, HTR5A inv ctr -16, PfHsp90 yeast 2 -2, AddAB inh -2.7, Ecoli viability -1.3, phage Ecoli inh 2.9, OPRM1-OPRD1 ag -2.3, Tat transport 0 and PKA-R2B activ -8.
Screening Cc1ncoc1C(=O)N1CCc2c([nH]c3ccccc23)C1C(C)(C)C (stereo unspecified) returned PKA-R1A activ -4, MOR-DOR inv ag 5, HTR5A inv ctr 6, PfHsp90 yeast 2 2, AddAB inh -0.2, Ecoli viability 2.4, phage Ecoli inh 2.2, OPRM1-OPRD1 ag -1.1, Tat transport 0 and PKA-R2B activ 10.
COc1ccc2cc(OCC(=O)NNC(=O)Nc3ccc(C(C)=O)cc3)ccc2c1 was read as Mot1-301 SUMO 7, PKA-R1A activ 7, MOR-DOR inv ag 12, HTR5A inv ctr -8, PfHsp90 yeast 2 3, AddAB inh -3.5, Ecoli viability -2.5, phage Ecoli inh 2.5, OPRM1-OPRD1 ag -2.1, Tat transport -3 and PKA-R2B activ 10.
CC1CCN(C(=O)CSc2nc(N)c(NC(=O)c3ccccc3)c(=O)[nH]2)CC1 was read as Mot1-301 SUMO 74, PKA-R1A activ 8, MOR-DOR inv ag 12, HTR5A inv ctr 0, PfHsp90 yeast 2 3, AddAB inh -1.3, Ecoli viability -1.7, phage Ecoli inh 3.1, OPRM1-OPRD1 ag -2.4, Tat transport 2 and PKA-R2B activ 5.
O=[N+]([O-])c1cc2oc3c(c2c(C=NCc2ccccc2)c1O)CCCC3 was read as Mot1-301 SUMO -10, PKA-R1A activ 3, MOR-DOR inv ag -35, HTR5A inv ctr -2, PfHsp90 yeast 2 -16, AddAB inh -0.2, Ecoli viability -0.9, phage Ecoli inh 2.8, OPRM1-OPRD1 ag 5.2, Tat transport -4 and PKA-R2B activ -5.
`CC(C)(C)N=C1NC(=NC(C)(C)C)c2ccccc21` gave Mot1-301 SUMO 14, PKA-R1A activ 7, MOR-DOR inv ag 3, HTR5A inv ctr 9, PfHsp90 yeast 2 5, AddAB inh 3.3, Ecoli viability 0.7, phage Ecoli inh 2.8, OPRM1-OPRD1 ag -0.6, Tat transport -1 and PKA-R2B activ 2.
Screening COc1cnc(-c2ccccn2)nc1Oc1ccc(F)cc1F returned Mot1-301 SUMO 22, PKA-R1A activ 1, MOR-DOR inv ag 3, HTR5A inv ctr -10, PfHsp90 yeast 2 -60, AddAB inh -0.2, Ecoli viability -0.7, phage Ecoli inh 1.1, OPRM1-OPRD1 ag -0.5, Tat transport 5 and PKA-R2B activ -6.
Cc1ccc(-c2nnn(CC(=O)N(CC3CCCO3)C(C(=O)NCC3CCCO3)c3ccc(F)cc3)n2)o1 (stereo unspecified) was read as Mot1-301 SUMO 4, PKA-R1A activ -3, MOR-DOR inv ag 12, HTR5A inv ctr -1, PfHsp90 yeast 2 6, AddAB inh 0.1, Ecoli viability -1.6, phage Ecoli inh 2.1, OPRM1-OPRD1 ag -2.1, Tat transport -9 and PKA-R2B activ 9.
